Screening results from PubChem BioAssay.
EBV gp42 block – inhibitors of Epstein-Barr virus glycoprotein 42; inhibition, % (tested at 21.74 µM); Q1HVG2; actives 0.42% (n = 220,000); Fluorescence polarization binding assay, mP read-out; in the data active = inhibition above about 50%
Target sequence (Q1HVG2 whole entry, looked up): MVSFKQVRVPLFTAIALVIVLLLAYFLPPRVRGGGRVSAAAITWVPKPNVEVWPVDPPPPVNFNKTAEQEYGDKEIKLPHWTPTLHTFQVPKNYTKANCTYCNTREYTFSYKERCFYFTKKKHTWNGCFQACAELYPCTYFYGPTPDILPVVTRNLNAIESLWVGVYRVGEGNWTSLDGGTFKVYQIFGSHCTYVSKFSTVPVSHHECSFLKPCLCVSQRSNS
Runt-SMMHC FRET – inhibitors of human RUNX1 Runt domain binding to CBFb-SMMHC | Q01196+Q13951 | Cerulean-Runt/Venus-CBFb-SMMHC FRET ratio 530/480, 1 h | AID 1434 | inhibition, % at 20 µM | actives 0.74% (n = 220,000);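 active = mean inhibition across duplicate retests at 20 µM reaching about 50%, limit read from the data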;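 note: 0% = DMSO wells and 100% = wells with excess untagged CBFb-SMMHC; inhibitors lower the FRET ratio by blocking Runt binding to CBFb-SMMHC; some results filed as inactive read as strong as hits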
Mdm2 ligase inh – Mdm2 E3 ligase (human) inhibition | Q00987 | cell-based MDM2 ubiquitination luciferase reporter, 2 h; 0 = plate control, 100 = twice control, blank-subtracted | signal enhancement, % at 5 µM | AID 1230 | actives 0.11% (n = 210,000);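 active = signal enhancement of 30% or more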;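 note: luminescence tracks abundance of the self-degrading MDM2-luciferase fusion protein; higher signal means inhibition of MDM2 E3 ligase activity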
Target sequence (Q00987 whole entry, looked up, the tested form may be a part): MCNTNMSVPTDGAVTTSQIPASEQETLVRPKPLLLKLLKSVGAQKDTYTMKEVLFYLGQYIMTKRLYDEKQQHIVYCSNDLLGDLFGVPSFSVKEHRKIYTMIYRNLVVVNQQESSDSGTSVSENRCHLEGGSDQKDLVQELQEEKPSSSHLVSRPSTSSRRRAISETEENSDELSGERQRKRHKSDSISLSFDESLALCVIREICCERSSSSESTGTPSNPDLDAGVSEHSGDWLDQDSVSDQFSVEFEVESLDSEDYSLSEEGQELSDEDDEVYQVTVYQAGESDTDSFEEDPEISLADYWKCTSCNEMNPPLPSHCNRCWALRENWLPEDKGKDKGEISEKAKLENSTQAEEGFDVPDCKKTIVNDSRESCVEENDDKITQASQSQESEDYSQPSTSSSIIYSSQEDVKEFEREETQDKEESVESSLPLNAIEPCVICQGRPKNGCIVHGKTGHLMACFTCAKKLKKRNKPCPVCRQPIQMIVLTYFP
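Timing – 2 h compound exposure at 37 °C · Assay system – mammalian cells stably expressing self-ubiquitinating, self-degrading MDM2 E3–luciferase fusion · Amount – 2000 cells seeded into each well · Measure – % luminescence enhancement versus blank-corrected plate control mean · Measured by – SteadyLite luminescence, 15 min reagent step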
14-3-3 Bad inh – disrupts binding of bovine 14-3-3 zeta to phospho-Bad peptide; TR-FRET 14-3-3zeta/Dy647-pBad peptide displacement, 1 h; inhibition, % at 21.7 µM; actives 0.71% (n = 220,000);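 active = inhibition above about 70%, limit read from the data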;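 note: 0% = full 14-3-3 plus peptide FRET controls and 100% = background without 14-3-3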
Target sequence (P63103 whole entry, looked up): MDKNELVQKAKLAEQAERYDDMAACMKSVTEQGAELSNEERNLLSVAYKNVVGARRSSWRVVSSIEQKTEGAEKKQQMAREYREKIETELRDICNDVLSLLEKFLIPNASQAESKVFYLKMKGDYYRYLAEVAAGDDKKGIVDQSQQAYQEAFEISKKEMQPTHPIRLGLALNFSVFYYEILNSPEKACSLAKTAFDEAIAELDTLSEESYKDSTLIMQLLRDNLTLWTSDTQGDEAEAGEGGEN
Hck Nef HTS – blocks Nef-activated human Hck kinase | inhibition, % at 20 µM | actives 0.68% (n = 220,000) | Recombinant Hck-YEEI plus Nef, Z-Lyte FRET kinase assay;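 active = Hck-Nef kinase inhibition above about 50%, limit read from the data; inactive = inhibition below that limit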;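 note: 0% = DMSO with Hck plus Nef and 100% = Hck alone without Nef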
NCF1 inh – inhibitors of human p47phox binding; actives 0.53% (n = 220,000); P14598; p47phox/p22phox peptide binding, fluorescence polarization, 2 h; inhibition, % at 24.7 µM;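 active = inhibition above about 30%, limit read from the data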;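 note: 0% = p47phox with labelled peptide and 100% = labelled peptide alone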
L929 necroptosis – L929 zVAD cell death inhibition. L929 zVAD necroptosis rescue, ATP luminescence, 24 h; with zVAD 60 µM. AID 1377. viability rescue, % at 10 µM. actives 0.38% (n = 220,000);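 active = activation, scaled between plate controls, above about 75%, limit read from the data; inactive = activation under that limit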;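 note: 0% = zVAD with DMSO and 100% = DMSO alone without zVAD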
Tb hexokinase – blocks Trypanosoma brucei hexokinase 1 activity | recombinant TbHK1, G6PDH-coupled NADH A340 | inhibition, % at 10 µM | actives 0.11% (n = 220,000) | AID 1430;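 active = inhibition of 50% or more in the single-dose primary screen; inactive = inhibition below 50%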
Runt-CBFb FRET – Runt domain-CBFb interaction inhibition; Cerulean-Runt/Venus-CBFb FRET ratio 530/480, 1 h; inhibition, % at 20 µM; actives 0.46% (n = 220,000); Q01196+Q13951; AID 1496;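 active = inhibition over about 50% at 20 µM in the single-dose screen, limit read from the data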;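 note: 0% = DMSO wells and 100% = excess unlabeled CBFb competitor control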
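Doses: 20 µM compound in 1% DMSO | Material: Cerulean-labeled Runt domain protein | Amount: Each fluorescent fusion protein 100 nM | Schedule: Two 1 h room-temperature incubations shielded from light | Measured by: FRET fluorescence | Evaluation: Loss of energy transfer signal | Controls: Unlabeled CBFb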
* marks the source's active call; other numbers are inactive results; [ ] = dose if it differs, or a comment.

Screening COc1ccc(N(C)C(=O)Nc2ccc3c(c2)nnn3C)cc1 returned EBV gp42 block -6, Runt-SMMHC FRET 5, Mdm2 ligase inh -19, 14-3-3 Bad inh 0, Hck Nef HTS 1, NCF1 inh -10, L929 necroptosis -0.3, Tb hexokinase -1 and Runt-CBFb FRET 1.
COc1cccc(OC)c1OCCCOc1ccc([N+](=O)[O-])cc1Cl was read as EBV gp42 block -12, Runt-SMMHC FRET 2, 14-3-3 Bad inh -2[fluorescence artefact?], Hck Nef HTS 1, NCF1 inh -8, L929 necroptosis -0.1, Tb hexokinase -2 and Runt-CBFb FRET 1.
For Cn1c(=O)[nH]c(Nc2ccc(F)cc2)c([N+](=O)[O-])c1=O the results were EBV gp42 block -11, Runt-SMMHC FRET 0, Mdm2 ligase inh -2, 14-3-3 Bad inh 5[fluorescence artefact?], Hck Nef HTS 4, NCF1 inh 15, L929 necroptosis 0.9, Tb hexokinase -25 and Runt-CBFb FRET -1.
For COc1cc(NC(=O)CSc2nnc3c(C)cc4cc(C)cc(C)c4n23)c(C(=O)O)cc1OC the results were EBV gp42 block 0, Runt-SMMHC FRET -6, Mdm2 ligase inh 0, 14-3-3 Bad inh 7, Hck Nef HTS 20, NCF1 inh -8, L929 necroptosis 2.4, Tb hexokinase -9 and Runt-CBFb FRET 0.
For O=C(CCNC(=O)c1ccccc1)OCC(=O)c1ccccc1 the results were EBV gp42 block 8, Runt-SMMHC FRET -6, Mdm2 ligase inh -18, 14-3-3 Bad inh -2, Hck Nef HTS 24, NCF1 inh 2, L929 necroptosis 3.9, Tb hexokinase -5 and Runt-CBFb FRET 2.
Screening COc1ccccc1OCCCn1c(=O)oc2ccc(C)cc21 returned EBV gp42 block -27, Runt-SMMHC FRET 2, Mdm2 ligase inh -14, 14-3-3 Bad inh 0, Hck Nef HTS 0, NCF1 inh -5, L929 necroptosis -0.5, Tb hexokinase -4 and Runt-CBFb FRET -1.
Screening Cc1cccc(C(=O)NNC(=O)c2ccccc2-n2cccc2)c1 returned EBV gp42 block -6, Runt-SMMHC FRET 1, Mdm2 ligase inh -8, 14-3-3 Bad inh -13, Hck Nef HTS 20, NCF1 inh -3, L929 necroptosis 0.2, Tb hexokinase -6 and Runt-CBFb FRET -1.
CCNC(=O)C(=O)Nc1ccc(OC)c(Cl)c1 was read as EBV gp42 block -36, Runt-SMMHC FRET 2, Mdm2 ligase inh -18, 14-3-3 Bad inh -14, Hck Nef HTS 18, NCF1 inh -7, L929 necroptosis -1.4, Tb hexokinase -3 and Runt-CBFb FRET 1.
Screening Cc1ccc(Oc2ncc(-c3ccc(Cl)cc3)cn2)cc1 returned EBV gp42 block -7, Runt-SMMHC FRET 4, Mdm2 ligase inh -11, 14-3-3 Bad inh 0, Hck Nef HTS 0, NCF1 inh -8, L929 necroptosis 0.1, Tb hexokinase -8 and Runt-CBFb FRET 1.
`COC(=O)c1cc(-c2ccccc2)sc1NC(=O)CN1C(=O)c2ccccc2C1=O` gave EBV gp42 block -11, Runt-SMMHC FRET 27, Mdm2 ligase inh -21, 14-3-3 Bad inh -4, Hck Nef HTS 0, NCF1 inh -18, L929 necroptosis 0.2, Tb hexokinase -26 and Runt-CBFb FRET 31.
Screening Cn1c(SCC(=O)Nc2ccc(F)cc2)nc2c([nH]c3ccccc32)c1=O returned EBV gp42 block -5, Runt-SMMHC FRET -6, Mdm2 ligase inh -7, 14-3-3 Bad inh 4, Hck Nef HTS 13, NCF1 inh -15, L929 necroptosis 0.4, Tb hexokinase -11 and Runt-CBFb FRET -1.
`O=C(c1ccc(S(=O)(=O)N2CCCC2)cc1)N1CCN(Cc2ccc3c(c2)OCO3)CC1` gave EBV gp42 block 0, Runt-SMMHC FRET -1, Mdm2 ligase inh -2, 14-3-3 Bad inh 5, Hck Nef HTS 10, NCF1 inh -8, L929 necroptosis -0.5, Tb hexokinase -8 and Runt-CBFb FRET -1.
COCCNC(=O)C1CC(c2cccc([N+](=O)[O-])c2)=NO1 (configuration not stated) was read as EBV gp42 block -12, Runt-SMMHC FRET -3, Mdm2 ligase inh -14, 14-3-3 Bad inh 8, Hck Nef HTS 0, NCF1 inh -8, L929 necroptosis -0.3, Tb hexokinase -5 and Runt-CBFb FRET -4.
Screening COCCNC(=O)CSCc1cc(C)cc(C)c1 returned EBV gp42 block -7, Runt-SMMHC FRET 1, 14-3-3 Bad inh 1, Hck Nef HTS -6, NCF1 inh -5, L929 necroptosis -0.6, Tb hexokinase 6 and Runt-CBFb FRET 0.
For COc1ccccc1NC(=S)N1CCn2cccc2C1c1cccnc1 (configuration not stated) the results were EBV gp42 block 5, Runt-SMMHC FRET -1, Mdm2 ligase inh -5, 14-3-3 Bad inh -10, Hck Nef HTS 29, NCF1 inh 3, L929 necroptosis 0.4, Tb hexokinase 0 and Runt-CBFb FRET -1.
`COc1cccc(-c2nc(-c3ccc(NC(=O)c4cccnc4)cc3)no2)c1` gave EBV gp42 block 17, Runt-SMMHC FRET 3, Mdm2 ligase inh 8, 14-3-3 Bad inh 8, Hck Nef HTS 1, NCF1 inh -25, L929 necroptosis 0.2, Tb hexokinase -3 and Runt-CBFb FRET -1.
CC(=O)c1nn(-c2cccc(Br)c2)cc1C(=O)c1ccc2ccccc2c1 was read as EBV gp42 block 2, Runt-SMMHC FRET 0, Mdm2 ligase inh -15, 14-3-3 Bad inh 6, Hck Nef HTS -19, NCF1 inh -6, L929 necroptosis 0.2, Tb hexokinase -7 and Runt-CBFb FRET 1.
For C=CCn1c(=O)c2ccccc2n2c(SCC(=O)Nc3cc(C)on3)nnc12 the results were EBV gp42 block -4, Runt-SMMHC FRET 1, Mdm2 ligase inh -6, 14-3-3 Bad inh 7[fluorescence artefact?], Hck Nef HTS -2, NCF1 inh -2, L929 necroptosis -0.3, Tb hexokinase 2 and Runt-CBFb FRET -1.
Screening O=C(c1ccccc1)c1cc([N+](=O)[O-])ccc1N1CCOCC1 returned EBV gp42 block -7, Runt-SMMHC FRET -1, Mdm2 ligase inh -6, 14-3-3 Bad inh 0, Hck Nef HTS 1, NCF1 inh -4, L929 necroptosis -0.7, Tb hexokinase -18 and Runt-CBFb FRET -3.
For COc1ccc(OC)c(-n2c(SCC(C)=O)nnc2-c2cccc(S(=O)(=O)N(C)C)c2)c1 the results were EBV gp42 block -24, Runt-SMMHC FRET -2, Mdm2 ligase inh 3, 14-3-3 Bad inh 1, Hck Nef HTS 0, NCF1 inh -10, L929 necroptosis 0.0, Tb hexokinase 3 and Runt-CBFb FRET -2.
Screening CCNc1nnc(CSc2nc3ccccc3s2)s1 returned EBV gp42 block -3, Runt-SMMHC FRET 3, 14-3-3 Bad inh 5, Hck Nef HTS 10, NCF1 inh -9, L929 necroptosis -0.3, Tb hexokinase 1 and Runt-CBFb FRET 0.
`N#Cc1c(C(F)(F)F)cc(-c2ccccc2)[nH]c1=O` gave EBV gp42 block -29, Runt-SMMHC FRET 10, Mdm2 ligase inh -18, 14-3-3 Bad inh 4, Hck Nef HTS 13, NCF1 inh -9, L929 necroptosis 0.1, Tb hexokinase -16 and Runt-CBFb FRET 2.
For O=C(Nc1ccccc1Br)c1ccccc1-c1ccccc1 the results were EBV gp42 block 5, Runt-SMMHC FRET 0, Mdm2 ligase inh -3, 14-3-3 Bad inh -9, Hck Nef HTS 4, NCF1 inh -3, L929 necroptosis 0.3, Tb hexokinase -2 and Runt-CBFb FRET -1.
`CSc1ccc(/C=N/Nc2nc(C)cc(C)n2)cc1` gave EBV gp42 block -11, Runt-SMMHC FRET 0, Mdm2 ligase inh -6, 14-3-3 Bad inh -5, Hck Nef HTS -6, NCF1 inh -5, L929 necroptosis 12, Tb hexokinase -36 and Runt-CBFb FRET 0.
For COc1cccc(-n2nnnc2SCC(=O)NCc2ccc3c(c2)OCO3)c1 the results were EBV gp42 block -15, Runt-SMMHC FRET 1, Mdm2 ligase inh -5, 14-3-3 Bad inh 9[fluorescence artefact?], Hck Nef HTS 3, NCF1 inh -5, L929 necroptosis -0.1, Tb hexokinase -2 and Runt-CBFb FRET 1.
Screening COc1ccc(CNC(=O)c2ccccc2NS(C)(=O)=O)cc1 returned EBV gp42 block 0, Runt-SMMHC FRET 1, 14-3-3 Bad inh 10, Hck Nef HTS -13, NCF1 inh 0, L929 necroptosis -0.8, Tb hexokinase 3 and Runt-CBFb FRET 1.
For O=C(Cc1ccccc1)Nc1ccc(N2CCOCC2)cc1N1CCOCC1 the results were EBV gp42 block -1, Runt-SMMHC FRET -43, Mdm2 ligase inh -12, 14-3-3 Bad inh 3[fluorescence artefact?], Hck Nef HTS 0, NCF1 inh -6, L929 necroptosis 0.3, Tb hexokinase -13 and Runt-CBFb FRET 2.
For CCc1ccc(N(C(=O)c2snc(C(N)=O)c2N)C(C(=O)NCC2CCCO2)c2cccs2)cc1 (configuration not stated) the results were EBV gp42 block -3, Runt-SMMHC FRET 8, Mdm2 ligase inh -10, 14-3-3 Bad inh -2, Hck Nef HTS 28, NCF1 inh -9, L929 necroptosis 1.0, Tb hexokinase -7 and Runt-CBFb FRET -1.
For COc1ccc(/C=N/Nc2ncc(-c3ccccc3)cn2)c(OC)c1 the results were EBV gp42 block 17, Runt-SMMHC FRET -4, Mdm2 ligase inh 3, 14-3-3 Bad inh 16[fluorescence artefact?], Hck Nef HTS 13, NCF1 inh 24, L929 necroptosis 2.0, Tb hexokinase -38 and Runt-CBFb FRET -9.
Screening Cc1ccccc1-c1nnc2c3ccccc3c(C)nn12 returned EBV gp42 block -26, Runt-SMMHC FRET 0, Mdm2 ligase inh 8, 14-3-3 Bad inh 7[fluorescence artefact?], Hck Nef HTS 6, NCF1 inh -3, L929 necroptosis 0.2, Tb hexokinase 6 and Runt-CBFb FRET 0.
Screening Cn1cnc([N+](=O)[O-])c1Sc1nnc(-c2cccnc2)n1C returned EBV gp42 block -4, Runt-SMMHC FRET 0, Mdm2 ligase inh -6, 14-3-3 Bad inh -4, Hck Nef HTS -23, NCF1 inh -11, L929 necroptosis -1.8, Tb hexokinase -21 and Runt-CBFb FRET 3.
O=[N+]([O-])c1ccc(/C=N/Nc2nc(N3CCCC3)nc(N3CCCC3)n2)o1 was read as EBV gp42 block -13, Runt-SMMHC FRET 0, Mdm2 ligase inh -20, 14-3-3 Bad inh 10[fluorescence artefact?], Hck Nef HTS 1, NCF1 inh -18, L929 necroptosis -0.5, Tb hexokinase -13 and Runt-CBFb FRET 4.
Cc1cc(C)n2c3c(c(C#N)c2n1)CCCC3 was read as EBV gp42 block -12, Runt-SMMHC FRET -17, Mdm2 ligase inh -2, 14-3-3 Bad inh 12, Hck Nef HTS 2, NCF1 inh 0, L929 necroptosis -0.2, Tb hexokinase -10 and Runt-CBFb FRET -4.
For C=CCNS(=O)(=O)c1nc(C)c(Cl)c(C)c1C#N the results were EBV gp42 block -5, Runt-SMMHC FRET 0, Mdm2 ligase inh -13, 14-3-3 Bad inh -4, Hck Nef HTS 1, NCF1 inh -6, L929 necroptosis 16, Tb hexokinase -4 and Runt-CBFb FRET 3.
